TRHR ag: agonists of human TRH receptor; activation, % at 2 µM; P34981; 360,000 compounds, 0.18% hits; AID 493084; TRHR cells, calcium flux fluo-8, FDSS agonist mode; note: 0% is about no effect
Target sequence (P34981 whole entry, looked up): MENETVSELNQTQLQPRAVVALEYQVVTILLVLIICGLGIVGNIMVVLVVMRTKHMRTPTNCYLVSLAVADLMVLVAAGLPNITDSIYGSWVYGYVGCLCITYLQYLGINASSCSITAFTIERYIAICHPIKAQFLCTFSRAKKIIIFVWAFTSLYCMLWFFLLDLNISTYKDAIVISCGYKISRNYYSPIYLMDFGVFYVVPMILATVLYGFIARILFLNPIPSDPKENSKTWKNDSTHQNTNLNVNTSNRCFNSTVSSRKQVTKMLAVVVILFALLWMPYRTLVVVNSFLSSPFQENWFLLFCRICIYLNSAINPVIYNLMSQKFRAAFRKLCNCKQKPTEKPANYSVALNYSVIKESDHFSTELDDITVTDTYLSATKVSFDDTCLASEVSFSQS
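Steps: seed TRHR cells overnight; add fluo-8 no-wash Ca dye, RT 30 min–1.5 h; record 10 s baseline; pin-transfer compounds; monitor fluorescence 1 cycle/s for the agonist window. Calcium increases flag candidate agonists.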
D1 agonist: activates the human D1 dopamine receptor; P21728; HEK293 T-REx D1 cells, calcium flux, agonist mode; AID 504660; 360,000 compounds, 1% hits; activation, % at 2 µM; note: 0% is about no effect
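Tetracycline-induced HEK293 TREx D1 cells, force-coupled to calcium signalling, were dye-loaded with a no-wash calcium kit. Compound was pin-added after a 10 s baseline. Fluorescence was read kinetically at 1 cycle/s for 180 s, with calcium rises flagged as agonism.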
D1 antag: blocks dopamine activation of the human D1 receptor; P21728; HEK293 TREx D1 cells, calcium flux, dopamine EC80; stronger effect = lower value; activity change, negative = inhibition, % at 10 µM; 360,000 compounds, 3.2% hits; in the data active = activity change below about -30%; note: % is set by controls: 0 for no effect and ±100 for the full control effect
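Tetracycline-induced HEK293 T-REx cells with force-coupled D1 receptor were loaded with a no-wash calcium dye. Compound was added after a 10 s baseline and read kinetically for 180 s; EC80 dopamine was then added and calcium flux followed another 180 s.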
TRHR PAM: TRH receptor (human) allosteric enhancement. P34981. TRHR cells, fluo-8 calcium fluorescence, EC20 TRH enhancement. enhancement, % at 2 µM. 360,000 compounds, 0.66% hits; in the data active = enhancement above about 30%; note: 0% is about no effect
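TRHR-expressing cells loaded with fluo-8 calcium dye were read kinetically (ex 480/em 530) during compound addition, then stimulated with an EC20 of TRH (10 nM final). Enhancement of the Gq-mediated intracellular calcium response was scored.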
D2 ag: agonists of human D2 dopamine receptor | 340,000 compounds, 0.53% hits | AID 485358 | activation, % at 2 µM | P14416 | HEK293 T-REx D2 cells, calcium flux agonist mode;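 active = activation over 3 SD above normal in the single-dose calcium agonist read, cut at about 30% in these data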; note: 0% is about no effect
Target sequence (P14416 whole entry, looked up): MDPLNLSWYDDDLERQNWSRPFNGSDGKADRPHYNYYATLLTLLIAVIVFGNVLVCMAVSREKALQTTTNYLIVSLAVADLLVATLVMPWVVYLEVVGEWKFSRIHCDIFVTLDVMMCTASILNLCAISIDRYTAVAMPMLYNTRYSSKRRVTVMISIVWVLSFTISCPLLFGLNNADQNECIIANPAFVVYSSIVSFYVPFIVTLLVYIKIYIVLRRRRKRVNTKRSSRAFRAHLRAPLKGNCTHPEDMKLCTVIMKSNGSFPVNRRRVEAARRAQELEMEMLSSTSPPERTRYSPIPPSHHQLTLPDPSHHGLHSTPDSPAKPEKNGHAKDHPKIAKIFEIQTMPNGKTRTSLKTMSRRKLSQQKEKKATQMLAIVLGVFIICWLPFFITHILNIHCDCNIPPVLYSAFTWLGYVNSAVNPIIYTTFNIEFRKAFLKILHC
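Tetracycline-induced HEK293 Trex cells with D2 receptor force-coupled to calcium signaling, plated overnight at 30 C and loaded with no-wash calcium dye. Calcium flux read kinetically for 180 s after compound addition; responses flag agonists.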
D2 potentiator: positive allosteric modulators of human D2 dopamine receptor; P14416; HEK293 T-REx D2, calcium flux, EC20 dopamine potentiation; potentiation, % at 10 µM; 340,000 compounds, 0.34% hits;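 active = potentiation over 3 SD above the plate norm, cut at about 30% in these data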; note: 0% is about no effect
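Cells plated with tetracycline inducer and held overnight at 30 C; calcium dye loaded 30–90 min at room temperature; baseline taken, compound added and read 180 s; EC20 dopamine then added and read 180 s.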
D1 potentiator: potentiators of human D1 dopamine receptor | P21728 | HEK293 TREx D1 cells, calcium flux, dopamine EC20 potentiation | potentiation, % at 10 µM | 360,000 compounds, 0.036% hits; in the data active = potentiation above about 30%; note: 0% is about no effect
RXFP1 antagonist: antagonists of human relaxin receptor RXFP1. Q9HBX9. HEK293-RXFP1, relaxin-stimulated cAMP HTRF, 30 min; stronger effect = lower value. activity change, negative = inhibition, % at 57.5 µM. 350,000 compounds, 0.59% hits. AID 1259400;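 active = activity change of -60% or lower, but not beyond a set lower limit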; note: % is set by controls: 0 for no effect and ±100 for the full control effect
D2 antagonist: antagonizes the human D2 dopamine receptor; P14416; HEK293 TREx D2 cells, calcium flux, dopamine EC80; inhibition, % at 10 µM; 340,000 compounds, 2% hits; in the data active = inhibition above about 30%; note: 0% is about no effect
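Read-out: kinetic calcium fluorescence (1 cycle/s) in inducible HEK293 T-REx D2 cells after an EC80 dopamine addition that followed 180 s compound preincubation. Loss of the dopamine response indicates antagonism.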
Active calls of the source: *; / = not tested or not shown. Cut-off read from the data, not from the text of the source, unless noted: active = activation above about 30%; inactive = the rest.

SMILES	TRHR ag	D1 agonist	D1 antag	TRHR PAM	D2 ag	D2 potentiator	D1 potentiator	RXFP1 antagonist	D2 antagonist
Nc1cc(N)nc(SCc2nnnn2-c2ccc(Cl)cc2)n1	0.2	2	3	5	-0.2	-5	1	-3	-1
CCCC(C)NC(=O)c1ccccc1SC (stereo not drawn)	0.0	1	13	2	0.6	17	-8	-19	-5
CCCCn1c(N)c(N(Cc2ccccc2OC)C(=O)C2=COCCO2)c(=O)[nH]c1=O	-0.5	5	-4	2	0.3	-1	9	-4	12
COc1ccccc1-n1c(C)nc2cc(C(=O)O)ccc21	-0.2	3	7	-3	0.4	1	-1	-5	-13
O=C(CSc1nnc(COc2ccc(Br)cc2)o1)N1CCOCC1	-0.2	5	10	-5	0.0	11	-2	-21	-3
CC(C)CNc1nnnc2c1sc1nc(N3CCOCC3)c3c(c12)CCCC3	-0.3	1	-2	2	1.2	8	7	0	-1
O=C(CN1C(=O)NC2(CCCC2)C1=O)OCc1ccc(Cl)cc1Cl	0.3	7	-9	-2	/	/	2	-6	/
COc1ccc(N2CC(C(=O)Nc3nc4ccc(F)cc4s3)CC2=O)c(OC)c1 (stereo not drawn)	0.6	7	6	-6	-0.7	10	-7	-9	-7
CC1(C)CC(=O)c2cc(C#N)c(=O)n(-c3ccc(Cl)cc3)c2C1	0.8	-2	6	-18	0.0	-17	0	1	/
CC(=O)Oc1cccc(N2C(=O)C3C4C=CC(CC4)C3C2=O)c1 (stereo not drawn)	0.5	-1	5	-1	-0.1	9	4	5	-2
Cc1ccccc1C(=O)N(Cc1ccc(N(C)C)cc1)Cc1ccco1	-0.4	3	-9	5	0.1	10	-1	3	/
O=C(CSc1c[nH]c2ccccc12)N1CCCc2ccccc21	-0.3	-2	4	7	0.4	7	2	-5	-12
N#Cc1c(Nc2ccc(Cl)cc2)s[nH]c1=O	0.4	0	-10	-1	-0.2	-1	1	-2	11
NNC(=O)CSCc1nc(-c2ccc(Cl)cc2)cs1	-0.5	7	-15	-8	-0.3	-5	-4	-31	4
COc1cc(/C=C(/C#N)c2nc(-c3cc4ccccc4oc3=O)cs2)cc([N+](=O)[O-])c1O	1.1	1	6	10	0.2	-21	3	/	-20
O=C(CSc1nncc2ccccc12)Nc1ccc(F)cc1	-1.7	3	-8	4	-1.3	-9	-5	1	-17
Cc1ccc(S(=O)(=O)Nc2ccc(C(=O)OCC(=O)N(CCC#N)c3ccccc3)cc2)cc1C	-0.8	1	-1	2	3.6	23	-18	-6	-9
Clc1ccc(CN2CCN(/N=C/c3cccnc3)CC2)cc1	0.9	3	-3	7	-0.5	-27	-3	-11	-8
Cc1cc(C)c(NC(=O)C2CC(=O)N(c3ccc4c(c3)OCCO4)C2)c(C)c1 (stereo not drawn)	0.1	2	-6	0	-0.1	-2	-4	-1	-12
CCC1CN(C(=O)N2CCC(C(=O)NCCc3ccccc3Cl)CC2)c2cc(C)ccc2O1 (stereo not drawn)	0.4	1	-5	-5	0.3	-5	3	-87*	/
COc1ccc(N2CCN(c3nc(Nc4ccc(C)c(F)c4)nc(N4CCCC4)n3)CC2)cc1	0.6	2	-3	10	0.1	5	3	-25	0
Nc1cc(C(=O)N2CCCC2)cc(C(=O)N2CCCC2)c1	0.8	-1	12	-6	-0.3	/	11	16	-4
C=CCN(CC=C)CCOc1ccc(C)cc1[N+](=O)[O-]	0.4	1	-18	-1	-1.0	-23	-3	-10	38*
CCOc1ccc2[nH]c(=O)c(CN(CCCO)C(C)=O)cc2c1	0.4	2	8	-2	/	/	2	-10	/
CCN1CCN(CC(=O)c2cc(OC)c(OC)c(OC)c2)CC1	0.3	4	13	0	0.0	2	-4	-3	-16
Cn1cccc1CNCc1ccc(F)cc1	-0.3	6	2	-1	0.4	-5	-8	-14	6
Cc1ccc(CN(Cc2cc3cc4c(cc3[nH]c2=O)OCCO4)Cc2nnnn2Cc2ccco2)cc1	3.3	2	12	6	0.3	-29	-4	-30	23
CCc1ccc(NC(=O)C(C)Oc2nnc(-c3cccs3)c(-c3cccs3)n2)cc1 (stereo not drawn)	1.4	5	/	7	0.6	1	-4	-5	1
Cc1ccc(-c2nc3ccccc3[nH]2)s1	-1.3	2	1	35*	-0.7	8	1	-16	-9
Cc1cccc(N2CCN(S(=O)(=O)c3cc(Cl)ccc3Cl)CC2)c1C	0.7	1	-4	1	1.0	10	-2	/	/
NC(=O)c1ccccc1	0.4	2	-99*	5	2.4	-3	-10	/	-21
CC1CC(C)CN(CCCNC(=O)c2cc3c(=O)[nH]c4ccccc4c3n2C)C1 (stereo not drawn)	0.3	1	7	-2	0.0	-19	-3	-4	-18
Cc1ccccc1CNC(=O)C1CCN(c2nnc(-n3c(C)ccc3C)s2)CC1	0.6	-2	-7	0	-0.2	-5	-1	6	/
CCOc1ccc(Nc2cc(C)nc(N3CCOCC3)n2)cc1	-0.6	1	-14	-2	-1.1	1	1	-4	5
CCOc1ccc(CC(=O)NNC(=O)NC2CCCCC2)cc1	0.1	1	14	0	0.9	-4	-1	-1	15
Cn1cc(C(c2ccccc2OCC(=O)O)c2cn(C)c3ccccc23)c2ccccc21	-0.3	5	-1	-6	0.4	-4	2	4	2
C#CCOCCOCCOCCNc1nc(N2CCN(C(=O)[C@H](CCCCN)n3cc([C@@H](N)C(C)CC)nn3)CC2)nc(N2CCN(C(=O)[C@H](Cc3ccc(O)cc3)n3cc([C@@H](N)CC(C)C)nn3)CC2)n1 (stereo partly drawn)	0.0	-3	-8	-1	0.2	2	-2	/	-13
CCn1nc(CC(C)C)cc1C(=O)N1CCCC(Nc2ccc(F)cc2)C1 (stereo not drawn)	-0.2	2	3	-2	-0.3	6	2	-25	15
COc1cccc(/C=C/C(=O)N2CCN(c3ccccn3)CC2)c1	-1.1	-1	-2	-1	-0.3	4	-7	7	-4
CC#CCN(Cc1ccco1)C(=O)c1ccc(OC2CCN(Cc3ccccn3)CC2)cc1	-0.7	8	-8	-1	0.5	0	-3	-12	6
C#CCOCCOCCOCCNc1nc(N2CCN(C(=O)CCCCCCCCCCNC(=O)[C@H](CCCCN)n3cc(CCO)nn3)CC2)nc(N2CCN(C(=O)CCCCCCCCCCNC(=O)[C@H](CCCCN)n3cc(C[C@@H](C)CC)nn3)CC2)n1	1.4	70*	30	-4	12	-13	13	/	6
Cc1[nH]n(C(N)=S)c(=O)c1N=Nc1ccc(Br)cc1	-1.2	1	-12	2	-0.5	-3	-8	19	16
O=C(CCNc1n[nH]c(=O)[nH]c1=O)N1CCCCC1	-0.4	0	-22	-6	0.0	0	4	1	-1
CC(=O)c1cccc(N=Cc2c(O)ccc3ccccc23)c1	0.1	2	16	-2	-0.2	-2	0	-16	3
Cc1noc(C)c1S(=O)(=O)Nc1ccc(C(=O)NCCc2ccccc2)cc1	-0.1	3	4	-4	0.3	3	-4	-4	-8
CN1CCN(S(=O)(=O)c2ccc(Sc3nnnn3-c3ccccc3)c([N+](=O)[O-])c2)CC1	-0.1	2	1	-4	1.5	2	-4	17	-16
O=C(NCc1ccccn1)c1nnc(Cc2ccc(Cl)cc2)o1	-0.5	-2	-9	-1	0.0	4	-3	/	5
O=C(CN1CCN(S(=O)(=O)c2ccc(Cl)cc2)CC1)NC1CCCC1	1.0	0	-22	5	0.7	-3	-5	8	2
COc1cscc1C(=O)O	0.9	5	42	2	1.6	0	1	-3	3
CSc1ccc(-c2nnn(Cc3ccc(Br)cc3)n2)cc1	0.9	7	1	-3	1.2	-1	-2	-6	-8
COCC1CCN(C(=O)c2ccc3oc(Cc4ccccc4)nc3c2)C1 (stereo not drawn)	-0.1	13	7	2	-1.6	15	3	-16	-9
O=C(NCCc1cn2ccccc2n1)c1cc(COc2c(F)cccc2F)on1	0.7	3	33	2	-0.6	4	-3	0	1
COc1ccc(S(=O)(=O)NCC(c2ccc(F)cc2)N2CCOCC2)cc1Br (stereo not drawn)	0.0	1	-19	6	/	-13	-8	-11	/
Cc1c(C(=O)NNC(=O)c2ccncc2)oc2ccc(Br)cc12	0.4	5	4	2	0.9	0	-4	3	-17
O=C(NCCc1nc2ccccc2n1CCCOc1ccc(Cl)cc1)C1CCCCC1	1.6	25	-10	-11	0.9	-19	-3	-35	/

One compound at a time (already shown). Values in the order: TRHR ag	D1 agonist	D1 antag	TRHR PAM	D2 ag	D2 potentiator	D1 potentiator	RXFP1 antagonist	D2 antagonist
Record of Cc1c(C(=O)NNC(=O)c2ccncc2)oc2ccc(Br)cc12 : 0.4	5	4	2	0.9	0	-4	3	-17
Record of COc1ccc(S(=O)(=O)NCC(c2ccc(F)cc2)N2CCOCC2)cc1Br (stereo not drawn) : 0.0	1	-19	6	/	-13	-8	-11	/

Among those listed so far, nine contain an NH in an aromatic ring.
SMILES	TRHR ag	D1 agonist	D1 antag	TRHR PAM	D2 ag	D2 potentiator	D1 potentiator	RXFP1 antagonist	D2 antagonist
CCCCn1c(N)c(N(Cc2ccccc2OC)C(=O)C2=COCCO2)c(=O)[nH]c1=O	-0.5	5	-4	2	0.3	-1	9	-4	12
O=C(CSc1c[nH]c2ccccc12)N1CCCc2ccccc21	-0.3	-2	4	7	0.4	7	2	-5	-12
N#Cc1c(Nc2ccc(Cl)cc2)s[nH]c1=O	0.4	0	-10	-1	-0.2	-1	1	-2	11
CCOc1ccc2[nH]c(=O)c(CN(CCCO)C(C)=O)cc2c1	0.4	2	8	-2	/	/	2	-10	/
Cc1ccc(CN(Cc2cc3cc4c(cc3[nH]c2=O)OCCO4)Cc2nnnn2Cc2ccco2)cc1	3.3	2	12	6	0.3	-29	-4	-30	23
Cc1ccc(-c2nc3ccccc3[nH]2)s1	-1.3	2	1	35*	-0.7	8	1	-16	-9
CC1CC(C)CN(CCCNC(=O)c2cc3c(=O)[nH]c4ccccc4c3n2C)C1 (stereo not drawn)	0.3	1	7	-2	0.0	-19	-3	-4	-18
Cc1[nH]n(C(N)=S)c(=O)c1N=Nc1ccc(Br)cc1	-1.2	1	-12	2	-0.5	-3	-8	19	16
O=C(CCNc1n[nH]c(=O)[nH]c1=O)N1CCCCC1	-0.4	0	-22	-6	0.0	0	4	1	-1

Source: PubChem
